# Source: PubChem
# PI4K2A inh – blocks human PI4K2A kinase activity | Q9BTU6 | purified PI4K2A, ADP-Glo luminescence, 1 h; hits give low values | activity change, negative = inhibition, % at 76.9 µM | hit rate 0.13% among 420,000 | AID 1346378; in the data active means activity change below about -50%; inconclusive means mostly about -30% to -49%;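 further: -100% = wells without enzyme as full effect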
# Target sequence (Q9BTU6 whole entry, looked up): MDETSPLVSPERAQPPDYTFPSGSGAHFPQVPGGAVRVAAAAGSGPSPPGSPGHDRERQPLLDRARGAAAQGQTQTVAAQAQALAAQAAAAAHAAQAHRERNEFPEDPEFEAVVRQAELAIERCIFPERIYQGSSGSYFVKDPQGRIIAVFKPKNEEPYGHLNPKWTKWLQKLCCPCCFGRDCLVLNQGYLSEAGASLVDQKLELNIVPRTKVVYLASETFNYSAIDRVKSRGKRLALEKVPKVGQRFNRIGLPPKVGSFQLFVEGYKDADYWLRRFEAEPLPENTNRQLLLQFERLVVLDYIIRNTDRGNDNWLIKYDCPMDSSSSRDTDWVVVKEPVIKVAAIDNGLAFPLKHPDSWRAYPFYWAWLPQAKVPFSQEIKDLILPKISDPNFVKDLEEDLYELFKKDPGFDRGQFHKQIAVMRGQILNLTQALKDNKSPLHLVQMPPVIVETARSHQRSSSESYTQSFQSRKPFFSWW
#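 In this quantitative HTS, ADP production by PI4K2A was quantified luminescently after 1 h at ambient temperature; 100 microM adenosine served as plate-quality control.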
# The depositor's hits bear a star; ? = inconclusive.
# Start of the listing, in advance:
SMILES,PI4K2A inh
O=C(OCc1cn(Cc2ccccc2C(F)(F)F)nn1)N1CCOCC1,5
CN(Cc1ccccc1)C(=O)OCc1cn(Cc2cccc(F)c2)nn1,7
C[C@H]1[C@@H](NC(=O)c2cccc(N(C)C)c2)CC[C@@]23CCCN2C(=O)CCC[C@@H]13,4
O=C(C[C@@H]1CC[C@H](NS(=O)(=O)c2ccccc2F)[C@@H](CO)O1)NCCCN1CCOCC1,-3
CC(C)c1cc(C(=O)NCc2ccc(F)cc2)c(N)s1,-3

# Main list, previewed entries included:
SMILES,PI4K2A inh
O=C(OCc1cn(Cc2ccccc2C(F)(F)F)nn1)N1CCOCC1,5
CN(Cc1ccccc1)C(=O)OCc1cn(Cc2cccc(F)c2)nn1,7
C[C@H]1[C@@H](NC(=O)c2cccc(N(C)C)c2)CC[C@@]23CCCN2C(=O)CCC[C@@H]13,4
O=C(C[C@@H]1CC[C@H](NS(=O)(=O)c2ccccc2F)[C@@H](CO)O1)NCCCN1CCOCC1,-3
CC(C)c1cc(C(=O)NCc2ccc(F)cc2)c(N)s1,-3
CC1=C2N=C(N)N(Cc3ccccc3)C(Cc3ccccc3)C2n2c(=O)n(-c3ccccc3)c(=O)n2C1 (stereo not drawn),3
Cc1ccccc1CNC(=O)c1cccc2c1C(=O)N(Cc1cccnc1)C2,2
O=S1(=O)c2ccc(N3CC[C@@H](O)C3)cc2O[C@@H]2CCN1C2,-3
COCCCNC(=O)C[C@H]1C[C@@]2(C(=O)OC)C(=C[C@H](C3CCCC3)O[C@@H]2C)N(CCC2=CCCCC2)C1=O,1
O=C(NC1CCCC1)C(C1CC1)n1c(-c2ccnc3ccccc23)nc2ccccc21 (stereo not drawn),-3
CN1C(=O)c2cc(NC(=O)Nc3ccc(F)c(F)c3)ccc2OC[C@H]2O[C@@H](CC(=O)O)CC[C@H]21,-1
C=CCNC1CCC12CCC(c1ccccc1)CC2 (stereo not drawn),4
Cn1c(=O)c(=O)n(C)c2cc(S(=O)(=O)N3CCN(Cc4ccc5c(c4)OCO5)CC3)ccc21,-8
Cc1ccccc1CN1CCCCC(NC(=O)c2ccc(F)cc2)C1=O (stereo not drawn),-9
COc1ccc(CN2CN3CCc4ccccc4C3CS2(=O)=O)cc1 (stereo not drawn),-1
C#CCOCCOCCOCCNc1nc(N2CCOCC2)nc(N2CCN(C(=O)[C@H](CCC(=O)O)n3cc(C(N)CO)nn3)CC2)n1 (stereo partly drawn),-29
CC1CC1C(=O)N1CCC(Oc2cccnc2)CC1 (stereo not drawn),-2
Cc1nn(C)cc1NC(=O)C[C@H]1CC[C@H]2[C@@H](COc3ccc(NC(=O)Nc4ccccc4)cc3C(=O)N2C)O1,-6
CCCCN1C(=O)N2Cc3cc(OC)ccc3C2CS1(=O)=O (stereo not drawn),-1
c1nc(NCC2CCOC2)c2cc(-c3ccc4c(c3)OCO4)ccc2n1 (stereo not drawn),-8
CC(C)C(=O)N1CCC(Oc2cccnc2)CC1,-2
O=C(NCc1c(F)cccc1F)C1CCCN(c2ncccn2)C1 (stereo not drawn),1
O=C(CN(CCc1ccccc1)S(=O)(=O)c1cccs1)N1CCOCC1,0
C=CCN(C(=O)[C@@H](C1CC1)[C@@H](O)c1ccc2ccccc2c1)c1ccccc1,-4
COc1ccccc1S(=O)(=O)N[C@@H]1CC[C@@H](CCn2cc(C3CC3)nn2)O[C@@H]1CO,-10
Nn1c(SCC(=O)Nc2ccccc2-c2ccccc2)nnc1-c1cc(-c2ccc(F)cc2)n[nH]1,-3
CCCCCCCCN1C(=O)[C@@H](CC(=O)N2CCN(C(=O)OCC)CC2)C[C@@]2(C(=O)OC)C1=C[C@H](C(C)C)O[C@@H]2C1CC1,-1
O=C(OC12CCCN(C1)/C(=C/c1cccnc1)C2)c1ccccc1 (stereo not drawn),-7
CCCCCN1CCCCC(NC(=O)CSc2ccccc2)C1=O (stereo not drawn),0
CCC[C@H]1[C@@H](NC(=O)/C=C/c2ccccc2)CC[C@@]23CCCN2C(=O)CCC[C@@H]13,-2
C#CCNC(=O)C[C@H]1C(=O)N(Cc2ccc(OC)cc2)C2=CCCCC[C@@]21C(=O)OC,0
c1cnc(SCC2CCCCC2)c(-c2nc3ccccc3[nH]2)c1,0
CC1CCN(C2=NC(=O)N(c3ccc(Br)cc3)C(=O)C2)CC1,1
COc1ccc(OC)c(CN2C(=O)CCCC2(C)c2nnnn2C2CCCC2)c1 (stereo not drawn),1
O=C(OC12CCCN(C1)/C(=C/c1ccc(Cl)cc1)C2)C1CCCCC1 (stereo not drawn),4
CN(C(=O)[C@@H](C1CC1)[C@@H](O)c1ccc(Cl)cc1)c1ccccc1,-5
O=C(Cn1nnc(-c2ccccc2F)n1)Nc1ccc(Cl)c(Cl)c1,-6
C[C@H]1CCC/C=C/C(=O)c2c(O)cc(O)cc2CC(=O)O1,-29
CCOC(=O)CC1(C)Sc2ccccc2N1S(=O)(=O)c1ccc(C)cc1 (stereo not drawn),-8
O=[N+]([O-])c1cccc(NCCCN2CCC(C(O)(c3ccccc3)c3ccccc3)CC2)c1,-2
C=CCN1C(=O)[C@H](CC(=O)NCCCOCCCC)[C@@]2(C(=O)OCC)CCCC=C12,1
COC(=O)[C@]1(C#N)CC(=O)N(c2ccccc2)[C@@H]1c1ccccc1,-6
CCCC[C@H](C(=O)N(C)c1cccc(OC)c1)[C@@H](O)c1ccc(Cl)cc1,-3
CN(Cc1ccc(F)cc1)C(=O)c1cccc2c1C(=O)N(Cc1cccnc1)C2,2
Cc1n[nH]c(C)c1S(=O)(=O)NCCc1c[nH]c2ccccc12,0
COC(=O)C[C@H]1CC[C@H](NC(=O)Cc2ccccc2)[C@@H](CO)O1,-5
CCCCN(C)S(=O)(=O)c1ccc2[nH]c(=O)oc2c1,-1
C=CCN1C(=O)[C@@H](CC(=O)NCCC(C)C)[C@]2(C(=O)OC)CCCCC=C12,0
Cn1cccc1C=NNC(=O)c1cc(-c2ccc(Cl)cc2)n[nH]1,-3
O=C(Nc1c(-c2ccccc2)[nH][nH]c1=O)c1ccc2c(c1)OCO2,?
COc1ccc(S[C@]2(C(=O)N(C)C)CC(=O)N(c3ccc(C#N)cc3)[C@@H]2c2ccc(OC)cc2)cc1,3
O=C(NCCc1ccccc1)OCc1cn(Cc2cccc(F)c2F)nn1,2
O=C(CSc1ccccc1)NC1CCCCN(Cc2ccc(Cl)cc2)C1=O (stereo not drawn),0
COc1cccc(-c2cc(C(C)=O)c3n(c2=O)CCC3)c1OC,-1
O=C(CCCCCN1C(=O)C2C3C=CC(C3)C2C1=O)Nc1ccc2ncccc2c1 (stereo not drawn),-21
CCOC(=O)[C@]12CCCCC/C=C\1N(Cc1ccc(OC)cc1)C(=O)[C@H]2CC(=O)N1CCOCC1,-2
COc1ccc(S[C@]2(C(=O)N3CCOCC3)CC(=O)N(c3ccc(OC)cc3)[C@@H]2c2ccc(OC)cc2)cc1,-4
C=CCN(C(=O)[C@@H](CCCC)[C@@H](O)c1ccc2ccccc2c1)c1ccccc1,1
CCc1c(-c2ccc(OC)cc2)ncn1Cc1cccc(-c2ccccc2)c1,0
O=C1C[C@H](C(=O)Nc2ccc(Cl)cc2)[C@@H](c2ccccc2)O1,-4
# (next part)
SMILES,PI4K2A inh
COc1ccccc1N1CCN(C(=O)c2cc3c(C)nn(-c4ccccc4)c3s2)CC1,3
O=C(NCCN1CCC(Cc2ccccc2)CC1)C1CCCN(S(=O)(=O)c2ccc(Cl)s2)C1 (stereo not drawn),2
COC(=O)[C@@]12C[C@@H](CC(=O)N3CCN(C(=O)c4ccco4)CC3)C(=O)N(Cc3cccc4ccccc34)C1=CCC(C)(C)C2,4
O=C(NCc1c(F)cccc1F)C1C2C=CC3(CN(Cc4ccccc4)C(=O)C13)O2 (stereo not drawn),-4
CC(=O)Nc1cccc(-c2nc3ccccc3n2C(C)C(=O)NC(C)(C)C)c1 (stereo not drawn),-2
CCCCNC(=O)C(NC(=O)c1cnc(C)cn1)C(=O)c1ccccc1 (stereo not drawn),-3
O=C1N2CCc3ccccc3C2CS(=O)(=O)N1CCc1ccccc1 (stereo not drawn),-2
FC(F)(F)Oc1ccc(Cn2ccc3ccc(-c4ccc5ccn(Cc6ccccc6)c5c4)cc32)cc1,0
Nn1c(SCc2cccc3ccccc23)nnc1-c1cc(-c2ccc(Cl)cc2)n[nH]1,-8
CC(C)(C)NC(=O)C(C1CC1)n1c(-c2ccccc2)nc2ccccc21 (stereo not drawn),-4
CCC(C)N(C(=O)CN1C(=O)C2CCCCN2C(=O)c2ccccc21)C(C)CC (stereo not drawn),6
O=C(NC1CCCCC1)C(c1ccccc1)n1c(=O)c(-c2ccco2)nc2ccccc21 (stereo not drawn),-18
Cc1ccc(N2CCN(C3C(=O)Nc4ccccc4-n4nnnc43)CC2)cc1 (stereo not drawn),0
CCCCc1ccc2nc(NC(=O)c3ccc(Br)o3)sc2c1,-3
O=C(C1CCCN1S(=O)(=O)c1ccccc1)N1CCc2ccccc2C1 (stereo not drawn),4
CCC(NC(=O)CCCN1C(=O)COc2ccc(C)cc21)c1ccccc1 (stereo not drawn),4
Cc1noc(C)c1NC(=O)Nc1ccc2c(c1)C(=O)N(C)[C@H]1CC[C@H](CC(=O)NCc3ccc(Cl)cc3)O[C@@H]1CO2,-1
O=C(NC1CCc2ccccc21)c1cc(-c2ccc(Cl)cc2)nc2ccccc12 (stereo not drawn),2
O=C(NCc1cccc(Cl)c1)O[C@H]1CC[C@@]23CCCN2C(=O)CCC[C@H]3C1,1
Cc1cccc(C)c1NC(=O)C1(C)CSCC(=O)N1CCc1ccc(O)cc1 (stereo not drawn),-1

# Arranged by number of heavy atoms (smallest number first): some entries from above.
SMILES,PI4K2A inh
Cc1ccc(N2CCN(C3C(=O)Nc4ccccc4-n4nnnc43)CC2)cc1 (stereo not drawn),0
O=C(NC1CCc2ccccc21)c1cc(-c2ccc(Cl)cc2)nc2ccccc12 (stereo not drawn),2
Nn1c(SCc2cccc3ccccc23)nnc1-c1cc(-c2ccc(Cl)cc2)n[nH]1,-8
COc1ccccc1N1CCN(C(=O)c2cc3c(C)nn(-c4ccccc4)c3s2)CC1,3
COC(=O)[C@@]12C[C@@H](CC(=O)N3CCN(C(=O)c4ccco4)CC3)C(=O)N(Cc3cccc4ccccc34)C1=CCC(C)(C)C2,4

# Other records follow.
SMILES,PI4K2A inh
O=C(CSc1nc2sc3c(c2c(=O)n1-c1ccc(Cl)cc1)CCC3)Nc1ccc(C(=O)O)cc1,-7
CCCCCCCCCc1conc1C(=O)/C=C/c1oc2c(c1C)CCC(C)C2 (stereo not drawn),-2
O=C(Nc1ccc2ccccc2c1)C1CC2CCC1C2 (stereo not drawn),0
CN(Cc1ccccc1)S(=O)(=O)c1cccc(C(=O)OCc2ccc(Oc3ccccc3)cc2)c1,2
Cc1ccccc1CN1CCCCC(NC(=O)c2cccc(C#N)c2)C1=O (stereo not drawn),1
O=C(Nc1ccc(F)cc1)OCc1cn(Cc2c(F)cccc2F)nn1,0
C=CCN(C)CC#CCCCCl,0
CCOc1ccc(-c2cc(C(=O)OC)c3n(c2=O)CCC3)cc1,0
COc1cc(NC(=O)NC2CCCCN(Cc3ccc(Cl)cc3)C2=O)cc(OC)c1 (stereo not drawn),-1
N#Cc1ccc(/C=C2\CC3(OC(=O)c4ccc(Cl)cc4)CCCN2C3)cc1 (stereo not drawn),1
CC1(C(=O)Nc2ccc3c(c2)OCCO3)CN(S(C)(=O)=O)CC(=O)N1CCc1ccccc1F (stereo not drawn),-12
COC(=O)[C@@]12C[C@@H](CC(=O)NCc3ccccc3)C(=O)N(Cc3ccccc3)C1=CCC(C)(C)C2,-5
Cc1onc(C(=O)N2CCN(C(c3ccc(F)cc3)c3ccc(F)cc3)CC2)c1[N+](=O)[O-],-3
Cn1ccc2ccc(-c3ccc4c(c3)[C@]3(CCC[C@@H](OCc5ccccc5)[C@@H]3NC(=O)CCc3ccccc3)C(=O)N4Cc3ccccc3)cc21,-4
COc1ccc2c(c1)CCCN2C(=O)C1CCCN(S(=O)(=O)c2cc(OC)ccc2OC)C1 (stereo not drawn),-5
O=C(NCc1ccc(F)c(F)c1)C1CCCN(c2nc3ccccc3o2)C1 (stereo not drawn),-2
CC(=O)N[C@@H]1C[C@@H]2O[C@H](CO)CC[C@@H]2O[C@@H]1CCc1ccc(-c2ccc(F)cc2)cc1,0
O=C(Nc1ccc2c(c1)OCCO2)C(C1CC1)n1c(=O)c(-c2cc3ccccc3[nH]2)nc2ccccc21 (stereo not drawn),0
O=C(NCCc1ccc(F)cc1)c1cc2ccccn2n1,-4
Cc1ccc(S(=O)(=O)N2C(N)=C(C(=O)NCc3ccc(Br)cc3)C(c3ccc(Cl)cc3)C2C(=O)c2ccccc2)cc1 (stereo not drawn),-2
Cc1ccc(CN2CCCCC(NC(=O)C3CCCCC3)C2=O)cc1 (stereo not drawn),-2
Nn1c(SCC(=O)Nc2nccs2)nnc1-c1cc(-c2ccc(F)cc2)n[nH]1,-3
CCOc1ccc(-n2c(SCC(=O)Nc3ccc(S(=O)(=O)Nc4cc(C)nc(C)n4)cc3)nnc2-c2ccc(OC)cc2)cc1,4
Cc1[nH]c2ccccc2c1CCN(Cc1cccs1)C(=O)Nc1cccc2c1OCO2,6
CC1(C)CC(=O)C=C(Nc2ccccc2NC(=O)c2cc(F)cc(F)c2)C1,-2
CCOC(=O)[C@@]12CCCC3=C1N(CCC3)C(=O)[C@H]2CC(=O)N1CCOCC1,5
COc1ccccc1CNC(=O)NC1CCN(CC(=O)Nc2ccc3c(c2)OCCO3)CC1,-1
COC(=O)[C@]12CCCCC=C1N(CCc1ccc(OC)c(OC)c1)C(=O)[C@H](CC(=O)NCCc1ccccc1OC)C2,-2

# The list is partial. The share of hits here may be higher or lower than overall.
